Bioassay records: PubChem BioAssay, National Center for Advancing Translational Sciences (NCATS)
D1 PAM – Potentiators of Human D1 Dopamine Receptor: qHTS; HEK293 TREx D1 cells, calcium flux, dopamine EC20 potentiation; potentiation, % at 10 µM; hit rate 0.036% among 360,000; in the data active = potentiation above about 30%; also: 0% is about no effect
D2 antagonist – HTS Assay for Allosteric Antagonists of the Human D2 Dopamine Receptor: Primary Screen for Antagonists | D(2) dopamine receptor (Homo sapiens), P14416 | HEK293 TREx D2 cells, calcium flux, dopamine EC80 | inhibition, % at 10 µM | hit rate 2% among 340,000; in the data active = inhibition above about 30%; also: 0% is about no effect
Target sequence (P14416 whole entry, looked up): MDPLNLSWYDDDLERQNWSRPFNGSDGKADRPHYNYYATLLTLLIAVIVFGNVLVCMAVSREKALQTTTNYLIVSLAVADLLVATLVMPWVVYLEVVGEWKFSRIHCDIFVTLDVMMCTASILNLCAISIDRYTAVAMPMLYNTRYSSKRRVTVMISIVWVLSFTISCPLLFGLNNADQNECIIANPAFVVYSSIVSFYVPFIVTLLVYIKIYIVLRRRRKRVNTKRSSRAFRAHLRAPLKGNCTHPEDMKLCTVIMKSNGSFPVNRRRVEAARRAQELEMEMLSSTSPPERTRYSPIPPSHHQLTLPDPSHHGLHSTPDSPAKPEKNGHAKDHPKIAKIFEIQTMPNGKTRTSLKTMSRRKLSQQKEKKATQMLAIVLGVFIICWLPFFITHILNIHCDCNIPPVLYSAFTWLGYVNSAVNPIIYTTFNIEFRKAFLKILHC
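Calcium mobilization kinetics were recorded at 1 s intervals in tetracycline-induced HEK293 T-REx D2 cells, first for 180 s after compound addition and then 180 s after EC80 dopamine.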
D1 antagonist – Antagonist of Human D 1 Dopamine Receptor: qHTS | D(1A) dopamine receptor (Homo sapiens), P21728 | HEK293 TREx D1 cells, calcium flux, dopamine EC80; active compounds read low | activity change, negative = inhibition, % at 10 µM | hit rate 3.2% among 360,000 | AID 504652, 2011; in the data active = activity change below about -30%; also: % is scaled to controls: 0 for no effect and ±100 for the full control effect
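Compound effects on dopamine-evoked calcium signalling were measured in tetracycline-induced HEK293 Trex D1 cells. Dopamine at EC80 followed a 180 s compound pre-read, and fluorescence was tracked kinetically for 180 s more.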
D1 agonist – Allosteric Agonists of the Human D1 Dopamine Receptor: qHTS. HEK293 T-REx D1 cells, calcium flux, agonist mode. hit rate 1% among 360,000. AID 504660, 2011. D(1A) dopamine receptor (Homo sapiens), P21728. activation, % at 2 µM; also: 0% is about no effect
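Agonism was scored from calcium flux recorded over 180 s (1 read/s) after pintool compound addition, following a 10-cycle baseline. Cells were inducible force-coupled HEK293 TREx D1, plated overnight at 30 C and loaded with no-wash calcium dye.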
TRHR PAM – qHTS for Small Molecule Agonists and Allosteric Enhancers of Human TRH Receptor: Primary Screen for Enhancers. TRHR cells, fluo-8 calcium fluorescence, EC20 TRH enhancement. Thyrotropin-releasing hormone receptor (Homo sapiens), P34981. enhancement, % at 2 µM. hit rate 0.66% among 360,000; in the data active = enhancement above about 30%; also: 0% is about no effect
Target sequence (P34981 whole entry, looked up): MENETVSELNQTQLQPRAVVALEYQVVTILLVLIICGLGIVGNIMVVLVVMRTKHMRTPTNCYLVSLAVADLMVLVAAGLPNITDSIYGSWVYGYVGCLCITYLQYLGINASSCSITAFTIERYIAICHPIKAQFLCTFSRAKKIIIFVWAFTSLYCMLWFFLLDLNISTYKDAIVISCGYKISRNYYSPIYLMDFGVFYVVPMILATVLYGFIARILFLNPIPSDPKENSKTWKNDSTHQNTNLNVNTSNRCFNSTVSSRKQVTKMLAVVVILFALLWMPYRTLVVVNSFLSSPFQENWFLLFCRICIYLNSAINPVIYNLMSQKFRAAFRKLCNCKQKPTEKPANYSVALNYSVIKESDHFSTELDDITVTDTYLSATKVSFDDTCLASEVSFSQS
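Enhancer read-out: after compound pinning and an initial kinetic agonist-mode read, an EC20 of TRH (10 nM final) was injected and fluo-8 calcium signal (Ex 480/Em 530) followed at 1 s/cycle for 100 cycles in TRHR-expressing cells.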
D2 PAM – HTS Assay for Positive Allosteric Modulators of the Human D2 Dopamine Receptor: Primary Screen for Potentiators; D(2) dopamine receptor (Homo sapiens), P14416; hit rate 0.34% among 340,000; potentiation, % at 10 µM; AID 485347, 2010; HEK293 T-REx D2, calcium flux, EC20 dopamine potentiation;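 active = potentiation over 3 SD above the plate norm, cut at about 30% in these data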; also: 0% is about no effect
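Cells plated with tetracycline inducer and held overnight at 30 C; calcium dye loaded 30–90 min at room temperature; baseline taken, compound added and read 180 s; EC20 dopamine then added and read 180 s.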
RXFP1 antagonist – qHTS Assay for Antagonists of the Relaxin Receptor RXFP1. activity change, negative = inhibition, % at 57.5 µM. hit rate 0.59% among 350,000. HEK293-RXFP1, relaxin-stimulated cAMP HTRF, 30 min; active compounds read low;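 active = activity change of -60% or lower, but not beyond a set lower limit; inconclusive = change between -60% and -40%, or beyond the set limit; inactive = change above -40%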; also: % is scaled to controls: 0 for no effect and ±100 for the full control effect
TRHR ag – qHTS for Small Molecule Agonists and Allosteric Enhancers of Human TRH Receptor: Primary Screen for Agonists | Thyrotropin-releasing hormone receptor (Homo sapiens), P34981 | TRHR cells, calcium flux fluo-8, FDSS agonist mode | activation, % at 2 µM | hit rate 0.18% among 360,000; also: 0% is about no effect
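Fluo-8-loaded TRHR cells; 10 s baseline, compound added, kinetic Ca2+ fluorescence read 1/s, agonist mode.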
D2 ag – HTS Assay for Allosteric Agonists of the Human D2 Dopamine Receptor: Primary Screen for Agonists; HEK293 T-REx D2 cells, calcium flux agonist mode; activation, % at 2 µM; hit rate 0.53% among 340,000;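 active = activation over 3 SD above normal in the single-dose calcium agonist read, cut at about 30% in these data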; also: 0% is about no effect
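Tetracycline-induced HEK293 Trex cells with D2 receptor force-coupled to calcium signaling, plated overnight at 30 C and loaded with no-wash calcium dye. Calcium flux read kinetically for 180 s after compound addition; responses flag agonists.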
* hit, by the source's call; ? = inconclusive; . = no result given; & = joins results of further samples. Rule as the data show it, unless noted: active = activation above about 30%; inactive = the rest.

SMILES	D1 PAM	D2 antagonist	D1 antagonist	D1 agonist	TRHR PAM	D2 PAM	RXFP1 antagonist	TRHR ag	D2 ag
COC(=O)C1=CN(C)C=C(C(=O)OC)C1c1ccsc1	-7	8	-10	1	0	-6	-11	-1.6	0.0
C/C(=N/Nc1nc(-c2ccccc2)c(CC(=O)O)s1)c1ccccc1	-3	-8	0	4	3	10	-9	1.8	-0.4
COc1ccc(CNC(=O)Cn2c(SCC(=O)N(C)c3ccccc3)nc3ccccc32)cc1	2	.	-6	8	-8	7	.	0.3	0.4
COc1cccc(NC(=S)Nc2cc(C(=O)O)ccc2N2CC3CC(C2)c2cccc(=O)n2C3)c1 (stereo not drawn)	-7	-2	2	3	7	26	1	0.1	-1.8
COC(=O)c1sc(NC(=O)COc2ccccc2)nc1C	-14	-8	-9	1	2	-6	-3	0.5	-0.2
Cc1ccccc1NS(=O)(=O)c1ccc(C2CNC(=O)C2)cc1 (stereo not drawn)	1	66*	3	5	0	.	8	-1.5	1.2
COc1ccc(N2CCN(CCOc3ccc4c(C)cc(=O)oc4c3)CC2)cc1	4	72*	-6	4	7	-34	.	-1.0	1.2
CCOC(=O)c1c(S(=O)(=O)Nc2ccccc2OCC)c(C)n(C)c1C	-3	3	18	2	1	-8	2	0.2	-0.5
Cc1cn(C2OC(COC(=O)c3ccccc3)C(OC(=O)c3ccccc3)C2OC(=O)c2ccccc2)c(=O)[nH]c1=O (stereo not drawn)	2	4	-5	11	-2	-2	-23	-0.3	0.2
COc1ccccc1N(C)S(=O)(=O)c1ccc(C(=O)OCC(=O)NCCC2=CCCCC2)cc1	-7	7	-22	9	-5	-9	-16	0.1	0.5
Oc1ccc(Cl)cc1C1C=C(c2ccc3c(c2)OCO3)NC(c2c(F)cccc2Cl)N1 (stereo not drawn)	-3	.	-7	21	-3	.	.	1.3	.
CC(NCc1ccc([N+](=O)[O-])cc1)C1COc2ccccc2O1 (stereo not drawn)	0	3	-5	-1	-10	12	-5	-1.7	-2.7
CC(C)(C)C(=O)NC1(C(F)(F)F)NC(=O)N(c2ccc(F)cc2)C1=O (stereo not drawn)	3&-3	-3	-6&-6	1&-1	6&5	4&2	-15	-0.3&-0.1	-0.9&0.2
CC(/C=N/NC(=O)c1ccccc1F)=C\c1ccccc1	-12	2	-35*	-1	-3	-20	-3	-0.9	-0.6
C=CCN1C(=O)C(Cc2ccc(OCC)cc2)S/C1=N\N=C\c1cccs1 (stereo not drawn)	-1	2	-3	5	-2	2	-5	-0.4	0.2
Cn1cc(CN(C(=O)Nc2ccc(Cl)c(Cl)c2)C2CCCCC2)c2ccccc21	5	.	-47*	7	6	-15	.	1.7	-0.3
O=C(CSc1nc2ccccc2c(=O)n1CCCN1CCOCC1)Nc1cccc(S(=O)(=O)N2CCCCCC2)c1	-4	-3	-25	5	-12	-5	13	0.1	0.1
O=S(=O)(Cc1cc(-c2ccc(Cl)cc2)no1)c1ccccc1	-3	-8	-19	3	-1	-1	-3	-0.8	0.4
CCc1nnc(NC(=O)C2CCCN2S(=O)(=O)c2ccccc2)s1 (stereo not drawn)	9	-12	11	2	3	12	10	-0.5	-0.5
CCOc1cc(/C=N/NC(=O)Cn2nc([N+](=O)[O-])cc2C)cc(Br)c1OCc1ccccc1C	-4	.	5	7	1	.	0	0.3	.
Cc1nn2cc(-c3ccc(Cl)cc3)cnc2c1Cl	-2	-5	-2	3	-3	13	?	-0.1	-0.3
O=C(Nc1ccc(F)cc1)c1nc2c(nnn2Cc2cccc3ccccc23)c(=O)[nH]1	2	6	10	-1	-2	2	-18	0.0	0.3
c1ccc(-c2nnc(SCc3nnc(-c4cccs4)o3)o2)cc1	0	-2	-3	4	0	0	1	0.5	-1.4
O=C(O)CCCCCCCCCCCc1ccccc1	-4	-6	-8	3	-5	14	.	-0.2	-0.8
CN(Cc1ccccc1)C(=O)CSc1nc2cc(C(=O)N3CCC(C(N)=O)CC3)ccc2c(=O)n1-c1ccccc1	-2	19	0	1	2	-34	-4	-0.9	-0.5
Later entries.
SMILES	D1 PAM	D2 antagonist	D1 antagonist	D1 agonist	TRHR PAM	D2 PAM	RXFP1 antagonist	TRHR ag	D2 ag
CCOC(=O)c1cc2c(ccn2C)n1CC(=O)N1CCN(c2ccc(F)cc2)CC1	6	5	13	0	1	1	4	-0.4	0.4
O=C(O)c1ccc(/C=N/NC(=O)C(O)(c2ccccc2)c2ccccc2)cc1	0	-5	-32*	9	15	1	4	0.0	1.1
Nc1cc[n+](CC(=O)Nc2ccccc2)cc1	-3	-19	-6	1	2	-1	14	0.2	-1.9
COCCn1c(SCC(=O)Nc2cccc(NC(C)=O)c2)nc2c([nH]c3ccccc32)c1=O	5	-2	2	0	-2	2	-3	-0.4	0.4
O=C(CSC1=NCCN1)Nc1cccc(C(F)(F)F)c1	-7	75*	-15	5	1	-21	-29	-0.1	0.9
CC(=O)Oc1ccc(C(=O)Nc2ccccc2C(=O)Nc2ccc(C(=O)O)cc2)cc1	0	-6	-7	2	-2	1	-3	-0.3	0.2
COc1ccc(N2CCN(C(=O)CCc3c(C)nc4cc(-c5cccc(F)c5)nn4c3C)CC2)cc1	0	.	21	0	37*	-11	.	-0.2	0.2
CNC(=O)COC(=O)c1cc(=O)[nH]c2ccccc12	-2	.	25	2	1	.	28	0.2	.
O=C(CSc1nnc(-c2ccccc2O)n1Cc1ccccc1)NNC(=O)c1ccccc1O	0	2	1	1	8	5	34	-1.2	-0.2
CCCCCNC(=O)c1cn(CC)c2cc(N3CCN(C)CC3)c(F)cc2c1=O	-7	16	7	9	14	15	-22	3.6	1.1
O=C(CC1CCCC1)Nc1cccc(Br)c1	-7	-3	-38*	3	-4	-4	2	-0.3	0.5
O=C(NC1CCCC1)c1n[nH]c2ccccc12	3	16	1	1	3	3	-5	0.3	0.0
CCCn1nnnc1SCC(=O)c1ccc2c(c1)OCCO2	-2	.	0	2	8	.	-11	-1.3	.
CC1(C)CC(=O)C=C(NCc2ccc(Cl)c(Cl)c2)C1	-1	-17	4	-1	-1	-1	7	0.2	0.0
CC1=NN(C(C#N)c2ccc(F)cc2)C(c2ccccc2)C1 (stereo not drawn)	-8	4	-8	2	-4	10	-4	-0.7	-0.9
COc1ccc(CNC(=O)CN2C(=O)COc3ccc(S(=O)(=O)N4CCCCC4)cc32)cc1	2&-2	-23	5&0	0&1	-3&-6	25&0	24&-14	-0.5&-0.4	-0.9&0.0
COc1ccc(-c2nc(SCC(=O)Nc3ccc4c(c3)OCCO4)c(-c3ccccc3)[nH]2)cc1	1	.	-3	5	3	-8	-23	-0.4	0.0
N=c1c2cn[nH]c2nc(SCC(=O)c2ccc(Br)cc2)n1-c1ccc(Br)cc1	-3	-4	-12	3	-4	4	3	0.0	0.3
Cc1ccc(Cn2c(C)c3cnn(CC(=O)NCCc4ccc(Cl)cc4)c(=O)c3c2C)cc1	-2	.	0	-1	5	0	-8	-0.2	0.5
C=CCn1c(CCC(O)COCCC)n[nH]c1=S (stereo not drawn)	-4	-11	-4	1	1	-9	?	0.0	-0.3
Cc1ccc(CN=Cc2[nH]c3ccc(Br)c(Cl)c3c2O)cc1	-6	.	-3	10	-2	2	14	-0.6	.
Cc1ccsc1C(=O)Nc1ccc2c(c1)OCCO2	-8	20	-13	1	-5	-2	0	0.0	-0.5
CCn1c(N2CCN(CC(=O)c3c(C)n(C)c4ccc(OC)cc34)CC2)nc2c1c(=O)[nH]c(=O)n2C	-6	-3	4	-1	-4	11	-18	-1.2	-0.3
O=C(CCC1CCCN(Cc2ccc3c(c2)CCO3)C1)NCc1ccc(F)c(F)c1 (stereo not drawn)	-1	8	10	6	-1	-1	2	-0.6	-1.4
CCOC(=O)N1CCN(Cc2nc3cc(NC(C)=O)ccc3n2CC)CC1	-1	-19	-9	7	5	-2	1	0.2	0.8

Overlap with the part before: three entries, followed by the next part.
SMILES	D1 PAM	D2 antagonist	D1 antagonist	D1 agonist	TRHR PAM	D2 PAM	RXFP1 antagonist	TRHR ag	D2 ag
CCn1c(N2CCN(CC(=O)c3c(C)n(C)c4ccc(OC)cc34)CC2)nc2c1c(=O)[nH]c(=O)n2C	-6	-3	4	-1	-4	11	-18	-1.2	-0.3
O=C(CCC1CCCN(Cc2ccc3c(c2)CCO3)C1)NCc1ccc(F)c(F)c1 (stereo not drawn)	-1	8	10	6	-1	-1	2	-0.6	-1.4
CCOC(=O)N1CCN(Cc2nc3cc(NC(C)=O)ccc3n2CC)CC1	-1	-19	-9	7	5	-2	1	0.2	0.8
CCN(CC(=O)NCc1cccs1)C(=O)c1ccc(NS(=O)(=O)c2ccc(C(C)=O)cc2)cc1	-7	-7	-7	1	3	1	-13	-0.1	0.1
CCCCN(C(=O)C1CC(=O)N(c2ccc(C)cc2)C1)c1c(N)n(CCC)c(=O)[nH]c1=O (stereo not drawn)	-2	38*	9	0	28	-6	-7	-0.3	0.4
NS(=O)(=O)c1ccc(CNC(=O)c2csc3c2CCCC3)cc1	-4	-3	0	0	4	-4	21	-0.7	1.6
COC(=O)[C@H](Cc1c[nH]c2ccccc12)NC(=O)Cc1c[nH]c2ccccc12	-4	-35	-27	11	4	19	-1	2.1	0.2
Cc1ccc(C)c(N(CC(=O)NCc2ccco2)C(=O)CNS(=O)(=O)c2ccccc2)c1	-13	-15	2	7	1	1	-11	-2.3	-0.6
CCC(=O)Nc1ccccc1-c1nc2ccccc2n(CC(=O)c2ccc(C)cc2)c1=O	2	.	0	-2	-6	.	-4	-0.7	-0.5
O=C(CCCC(=O)N(c1ccc(F)cc1)C(C(=O)NC1CCCC1)c1ccc(O)cc1)Nc1ccccn1 (stereo not drawn)	-6	3	-5	3	4	-4	-32	-0.6	-1.2
CCOc1ccc2c(c1)c(C(C)=O)c(C)n2-c1ccccc1	-3	2	-2	5	-1	-11	-13	-0.6	40*
Cc1ccc(S(=O)(=O)N2CCCCC2)cc1NC(=O)CSc1ncn[nH]1	6	-7	-2	3	-1	-4	-1	-0.1	0.4

One compound at a time, as listed above.
Record of CCOC(=O)c1cc2c(ccn2C)n1CC(=O)N1CCN(c2ccc(F)cc2)CC1 = D1 PAM: 6; D2 antagonist: 5; D1 antagonist: 13; D1 agonist: 0; TRHR PAM: 1; D2 PAM: 1; RXFP1 antagonist: 4; TRHR ag: -0.4; D2 ag: 0.4
Record of CC1(C)CC(=O)C=C(NCc2ccc(Cl)c(Cl)c2)C1 = D1 PAM: -1; D2 antagonist: -17; D1 antagonist: 4; D1 agonist: -1; TRHR PAM: -1; D2 PAM: -1; RXFP1 antagonist: 7; TRHR ag: 0.2; D2 ag: 0.0
